Source: PubChem BioAssay
EPAC1 ag: activates human EPAC1 exchange factor | O95398 | EPAC1 agonist qHTS, biochemical assay; response scale: 100% = response to 6.5 mM cAMP | Potency, µM (doses to about 154 µM), for the others: at the highest dose activation, actives largely listed as activators | 0.073% of 360,000 active | AID 720707; also: nearly all actives have a fitted effect of over 60% in size
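Nucleotide exchange by EPAC1 (100 nM) on Rap1B–BODIPY-GDP (250 nM) in the presence of 50 uM GDP is tracked fluorescently at 480/540 nm over 30 min. Signals are normalized to a 6.5 mM cAMP control.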
EPAC2 antagonist: antagonists of human EPAC2 | EPAC2 GEF exchange of Rap1B-BODIPY-GDP, fluorescence | 0.18% of 360,000 active | Q8WZA2 | Potency, µM (top dose mostly 114 µM), for inactives: top-dose activity, negative = inhibition, most hits filed as inhibitors; also: % is scaled to controls: 0 for no effect and ±100 for the full control effect; nearly all actives have a fitted effect of over 45% in size; many of its hits are not listed in these tables
Target sequence (Q8WZA2 whole entry, looked up): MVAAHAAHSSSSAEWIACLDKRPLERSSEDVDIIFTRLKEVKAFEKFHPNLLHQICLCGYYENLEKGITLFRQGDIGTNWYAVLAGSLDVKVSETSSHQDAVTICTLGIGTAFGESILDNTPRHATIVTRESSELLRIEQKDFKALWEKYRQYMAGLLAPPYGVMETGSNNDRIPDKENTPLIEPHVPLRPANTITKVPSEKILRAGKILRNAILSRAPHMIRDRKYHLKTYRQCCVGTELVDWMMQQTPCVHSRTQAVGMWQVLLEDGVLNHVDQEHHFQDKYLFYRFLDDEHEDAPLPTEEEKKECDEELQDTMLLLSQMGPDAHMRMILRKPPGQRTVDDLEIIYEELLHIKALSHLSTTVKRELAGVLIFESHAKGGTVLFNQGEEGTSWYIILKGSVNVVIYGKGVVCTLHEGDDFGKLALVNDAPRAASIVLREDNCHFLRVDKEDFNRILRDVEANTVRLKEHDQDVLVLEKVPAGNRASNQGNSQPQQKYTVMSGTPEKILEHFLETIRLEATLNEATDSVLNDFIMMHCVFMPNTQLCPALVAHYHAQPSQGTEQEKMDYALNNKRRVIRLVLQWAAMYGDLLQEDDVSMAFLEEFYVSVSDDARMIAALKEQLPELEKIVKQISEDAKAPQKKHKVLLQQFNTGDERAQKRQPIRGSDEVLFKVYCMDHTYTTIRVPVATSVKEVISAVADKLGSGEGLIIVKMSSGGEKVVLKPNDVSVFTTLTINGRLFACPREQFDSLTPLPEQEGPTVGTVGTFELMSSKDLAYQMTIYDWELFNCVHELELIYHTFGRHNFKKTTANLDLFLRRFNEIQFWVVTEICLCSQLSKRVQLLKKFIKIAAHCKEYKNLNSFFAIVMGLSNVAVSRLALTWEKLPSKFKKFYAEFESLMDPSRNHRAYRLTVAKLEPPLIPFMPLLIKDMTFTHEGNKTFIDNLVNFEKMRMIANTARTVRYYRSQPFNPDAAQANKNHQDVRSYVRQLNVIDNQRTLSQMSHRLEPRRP
aSyn yeast inh: inhibitors of alpha-synuclein toxicity in yeast | Yeast expressing alpha-synuclein, growth rescue, BacTiter-Glo, 24 h | Potency, µM (top dose mostly 46.1 µM), for the others: top-dose growth rescue (activation), most hits filed as activators | 0.14% of 370,000 active | AID 652106; also: % of control where 0% means no effect; nearly all actives have a fitted effect of over 65% in size
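Screening used galactose-induced yeast with toxic alpha-synuclein levels, exposed to compound for 24 hr at 30 deg C. Cell growth, read with BacTiter-Glo luminescence, gave the measured signal.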
PTHR1 ag: activates the human parathyroid hormone receptor PTHR1; Q03431; HEK293 GP2 PTHR1 cells, GloSensor cAMP luminescence, 1 h; Potency, µM (titrated, usually from 115 µM), inactives show at the highest dose activation, most hits filed as activators; 0.075% of 410,000 active; AID 743266; also: nearly all actives have a fitted effect of over 55% in size; some results filed as inactive show a strong effect at the top dose; inactives centre near -15; many of its hits are not listed in these tables
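HEK-293-derived GP2 cells expressing PTHR1 and a GloSensor cAMP reporter, 3,000/well, plated overnight, given luciferin plus IBMX (each 0.5 mM as added) for 1 h at 37 °C, then compound for 1 h at 37 °C. Luminescence was read after 15 min at room temperature.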
EPAC2 agonist: EPAC2 (human) agonism; Q8WZA2; EPAC2 activation, biochemical qHTS; response scale: 100% = 6.5 mM cAMP response; Potency, µM (titrated, usually from 154 µM), for inactives: at the highest dose activation, hits mostly activators; 0.079% of 360,000 active; AID 720711; also: nearly all actives have a fitted effect of over 50% in size
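Setup: EPAC2 100 nM, labeled Rap1B complex 250 nM, free GDP 50 uM. Compound titrations pinned in, brief spin, 5 min room temperature incubation. Kinetic fluorescence read over 30 min, normalized to 6.5 mM cAMP.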
EPAC1 antag: EPAC1 (human) antagonism | 0.14% of 360,000 active | Potency, µM (doses to about 115 µM), without a hit: at the top dose activity change, negative = inhibition, usual class: inhibitors | EPAC1 GEF assay, Rap1b-BODIPY-GDP exchange fluorescence | O95398;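 also: plate controls were vehicle for no effect and positive control for full effect; nearly all actives have a fitted effect of over 50% in size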
FUS suppressor: suppressors of FUS proteinopathy in yeast | 0.24% of 390,000 active | Potency, µM (highest dose often 76.6 µM), for the others: at the top dose growth rescue (activation), actives largely listed as activators | S. cerevisiae FUS-expressing, growth rescue, OD600, 24 h | AID 1347120;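 also: plate controls were DMSO vehicle for no effect and reference control for full effect; nearly all actives have a fitted effect of over 55% in size; some results filed as inactive show a strong effect at the top dose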
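Galactose (2%) drives FUS expression in yeast precultured in raffinose; seeding density OD 0.005. Test compounds incubated 24hr at 30C and 99% humidity before absorbance at 600 nm was measured.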
TDP-43 yeast inh: inhibitors of TDP-43 toxicity in yeast | TDP-43 expressing yeast growth rescue, BacTiter-Glo, 24 h | Potency, µM (doses to about 46.1 µM), for the others: at the top dose growth rescue (activation), hits mostly activators | 1.8% of 410,000 active; also: % of control where 0% means no effect; nearly all actives have a fitted effect of over 50% in size
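Yeast expressing TDP-43 (pregrown in raffinose, seeded at OD600=0.02 in galactose medium) exposed to compounds 24 hr at 30 deg C. Growth read by BacTiter-Glo luminescence; rescue of toxicity appears as increased signal.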
Numbers without * were called inactive; i = inactive; u = inconclusive; x = no result given; [ ] = dose if it differs, or a comment. Calls follow the shape of the dose curve; as a rule, active = well fitted curve in the direction sought with a large enough effect; inconclusive = small, poorly fitted or top-dose-only effect, or another doubt; inactive = no such curve, though single readings can be large; an effect the other way counts as inactive or inconclusive. Potency is read from the fitted curve at half-maximal effect. This is a subset, so the mix of outcomes need not match the whole.

(1) Nc1c(Br)c(=O)[nH]c(=O)n1-c1ccccc1
(2) COC(=O)c1nnn(-c2nonc2N)c1CSc1nc2ccccc2s1
(3) Clc1cccc(CN2C3=NCCCN3c3ccccc32)c1
(4) COC(=O)[C@H]1C[C@@H]1[C@H](NS(=O)(=O)c1ccc2ccccc2c1)c1ccccc1
(5) C[C@@H]1CC=C[C@H]2[C@H]1C(=O)N(Cc1ccccc1)[C@H]2c1ccc(-c2ccc(F)cc2)cc1F
(6) Cc1c(C(=O)OCC(=O)NC2CC2)oc2ccc(Br)cc12
(7) CC(=O)N(Cc1cc2cc(C)c(C)cc2n2nnnc12)CC1COCCO1 (centres undefined)
(8) CCCCCCn1c(=O)n2n(c1=O)[C@@H]1CN(S(=O)(=O)c3ccc(C)cc3)C[C@]1(O)[C@@H](OC(=O)NCc1ccccc1F)C2
assay / compound,1,2,3,4,5,6,7,8
EPAC1 ag,-5%,-8%,11%,-12%,-9%,3%,6%,-24%
EPAC2 antagonist,8%,5%,-6%,-5%,-12%,3%,6%,-18%
aSyn yeast inh,4%,5%,0%,7%,u,-1%,-1%,6%
PTHR1 ag,-35%[inhibitor],-23%,-18%,i,-20%,i,i,i
EPAC2 agonist,-1%,17%,-1%,12%,2%,6%,11%,12%
EPAC1 antag,1%,8%,10%,-7%,-12%,-29%,-5%,-29%
FUS suppressor,-23%,x,11%,-7%,2%,5%,4%,u
TDP-43 yeast inh,6%,22%,9%,24%,3%,-23%,-12%,2%

3 compounds already listed, sorted by the value under PTHR1 ag, low to high.
# | SMILES | PTHR1 ag
2 | COC(=O)c1nnn(-c2nonc2N)c1CSc1nc2ccccc2s1 | -23%
5 | C[C@@H]1CC=C[C@H]2[C@H]1C(=O)N(Cc1ccccc1)[C@H]2c1ccc(-c2ccc(F)cc2)cc1F | -20%
3 | Clc1cccc(CN2C3=NCCCN3c3ccccc32)c1 | -18%

Random excerpt: 3 entries already listed
(2) COC(=O)c1nnn(-c2nonc2N)c1CSc1nc2ccccc2s1
(6) Cc1c(C(=O)OCC(=O)NC2CC2)oc2ccc(Br)cc12
(1) Nc1c(Br)c(=O)[nH]c(=O)n1-c1ccccc1
assay / compound,2,6,1
EPAC1 ag,-8%,3%,-5%
EPAC2 antagonist,5%,3%,8%
aSyn yeast inh,5%,-1%,4%
PTHR1 ag,-23%,i,-35%[inhibitor]
EPAC2 agonist,17%,6%,-1%
EPAC1 antag,8%,-29%,1%
FUS suppressor,x,5%,-23%
TDP-43 yeast inh,22%,-23%,6%

Remaining list, next part:
(9) CC1(C)CC(=O)C2=C(C1)N(c1ccc(F)cc1)C(=O)CC2c1cccnc1 (centres undefined)
(10) CCOc1ncccc1C(=O)Nc1cc(S(=O)(=O)N2CCCCC2)ccc1Cl
(11) COc1ccc(/C=C/C(=O)C2(O)CCCCC2)cc1OC
(12) Cc1ccc(NC(=O)CSc2ccc(-c3ccccn3)nn2)c(C)c1
(13) CC(C)C(OC(=O)C1CCCO1)C(=O)NC1CCCC1 (centres undefined)
(14) S=C(c1ccccc1)N1CCN(C(=S)c2ccccc2)CC1
(15) O=C(Nc1nnc(-c2ccccc2F)s1)c1cccnc1
(16) Cc1sc2nc(CSc3ncn[nH]3)[nH]c(=O)c2c1C
assay / compound,9,10,11,12,13,14,15,16
EPAC1 ag,-6%,14%,-4%,-1%,7%,-4%,-21%,-1%
EPAC2 antagonist,12%,2%,4%,-11%,7%,9%,5%,-4%
aSyn yeast inh,-6%,0%,0%,-1%,-1%,-1%,1%,-1%
PTHR1 ag,-23%,-5%,-28%,i,i,-3%,-21%,-20%
EPAC2 agonist,7%,18%,-5%,1%,7%,3%,-8%,19%
EPAC1 antag,-11%,2%,-9%,-18%,4%,-3%,-8%,-11%
FUS suppressor,-11%,x,16%,2%,3%,-13%,-4%,28%
TDP-43 yeast inh,0%,-31%[inhibitor],8%,21%,-10%,u,-14%,5%

(17) Cc1ccc(C)c(NC(=O)COC(=O)c2c(C)nn(-c3ccccc3)c2C)c1
(18) CC(C)(C=O)C1=CC(=O)c2ccccc2C1=O
(19) Cc1noc(C)c1COC(=O)CCC(=O)c1ccc(F)cc1
(20) CCCCNC(=O)c1cc2cccc([N+](=O)[O-])c2[nH]1
(21) Cc1cc(OC(=O)c2cccc(Br)c2)c([N+](=O)[O-])c(=O)[nH]1
(22) CC(C)C[C@H](NC(=O)c1nc[nH]c1C(=O)N1CCC(C)CC1)C(=O)OC(C)(C)C
(23) COc1cc(CNCc2ccc(C)cc2)cc(OC)c1OC
(24) CC(C)C[C@@H](CN)NC(=O)c1nc[nH]c1C(=O)N[C@@H](C)C(=O)CNC[C@H](CC(C)C)NC(=O)c1nc[nH]c1C(=O)N[C@@H](Cc1ccccc1)C(=O)O
assay / compound,17,18,19,20,21,22,23,24
EPAC1 ag,-4%,6%,7%,4%,2%,-24%,5%,-2%
EPAC2 antagonist,25%,6%,-4%,-2%,12%,-22%,0%,2%
aSyn yeast inh,9%,-73%[inhibitor],-4%,-2%,-2%,5%,-2%,3%
PTHR1 ag,-54%[inhibitor],-35%[inhibitor],i,-8%,-5%,-23%,-28%,-4%
EPAC2 agonist,1%,-1%,6%,7%,1%,-12%,11%,2%
EPAC1 antag,13%,5%,-15%,10%,8%,-14%,-19%,0%
FUS suppressor,19%,x,6%,27%,-12%,23%,-15%,22%
TDP-43 yeast inh,u,u,17%,-8%,0%,-5%,14%,1%

(25) CCC(=O)N=c1sc2ccccc2n1-c1ccccc1
(26) O=C1CSC2(C(=O)N(Cc3ccccc3F)c3ccccc32)N1c1ccc(F)cc1 (centres undefined)
(27) CC(C)C(=O)NC(c1cccs1)c1cc([N+](=O)[O-])c2cccnc2c1O (centres undefined)
(28) COc1ccc(C2C(C(=O)NCCCN3CCOCC3)c3ccccc3C(=O)N2c2ccc(OC)cc2)cc1 (centres undefined)
(29) COc1cc(C(=O)NCC(=O)NCC(c2ccco2)N2CCCCC2)cc(OC)c1OC (centres undefined)
(30) O=C(CC12CC3CC(CC(C3)C1)C2)NC(Cc1ccccc1)C(=O)O (centres undefined)
(31) COc1ccc(N2C(=O)CCC(C(=O)NCCN3CCOCC3)C2c2ccc(OC)c(OC)c2)cc1 (centres undefined)
(32) COc1ccc(CCNC(=O)c2ccc(CNS(=O)(=O)c3ccc(C(C)(C)C)cc3)cc2)cc1OC
assay / compound,25,26,27,28,29,30,31,32
EPAC1 ag,-11%,x,11%,0%,0%,4%,6%,-32%[inhibitor]
EPAC2 antagonist,-27%,x,-12%,6%,-4%,-5%,-2%,-3%
aSyn yeast inh,-2%,-5%,12%,2%,-2%[1.84 µM],-5%,1%,4%
PTHR1 ag,i,-17%,-11%,-24%,i,-45%[inhibitor],-2%,-30%
EPAC2 agonist,8%,x,-1%,2%,5%,4%,10%,-11%
EPAC1 antag,-18%,x,-22%,-16%,11%,-17%,-14%,-20%
FUS suppressor,-3%,2%,44%,14%,15%,15%,1%,x
TDP-43 yeast inh,-11%,u,u,x,6%,-7%,1%,0%

(33) CN(c1ccc(OCC(=O)OCC(=O)Nc2ccc(F)cc2)cc1)S(=O)(=O)c1ccc(Cl)cc1
(34) C/C(=N\NC(=O)c1ccc(Cl)c(Cl)c1)c1cccc(NC(=O)C(C)C)c1
(35) Nn1c(SCC(=O)NC2CCCCC2)nnc1-c1ccco1
(36) CC(C)(C)NCC(=O)N/N=C/c1ccc(OCc2ccccc2)cc1
(37) CCOC(=O)C1CCN(C(=O)CC(C)c2ccccc2)CC1 (centres undefined)
(38) CCCSc1nc2cc(OC)c(OC)cc2c(=N)n1CCCN1CCOCC1
(39) Cn1ncc2cc(NC(N)=S)ccc21
(40) CCOc1ccc2[nH]c(=O)c(CN(CCCN3CCOCC3)C(=O)Nc3ccc(F)cc3)cc2c1
assay / compound,33,34,35,36,37,38,39,40
EPAC1 ag,-6%,-10%,0%,-3%,1%,-10%,-4%,-1%
EPAC2 antagonist,7%,-2%,-15%,-1%,-4%,2%,1%,7%
aSyn yeast inh,7%,-5%,0%,4%,0%,-4%,2%,-1%
PTHR1 ag,i,-19%,i,-9%,17%[57.5 µM],i,-21%,-7%
EPAC2 agonist,1%,0%,0%,-2%,4%,10%,-2%,15%
EPAC1 antag,u,-9%,5%,11%,-2%,1%,-6%,-23%
FUS suppressor,15%,-7%,-2%,13%,6%,11%,-27%,-30%
TDP-43 yeast inh,16%,-3%,12%,22µM*,24%,-8%,0%,0%

Taken from above:
compound 39 in EPAC2 antagonist shows 1%
compound 35 in EPAC2 antagonist shows -15%
compound 33 in EPAC1 ag shows -6%

The list goes on:
(41) COc1cccc(CNC(=O)CCN2C(=S)NC(C)(C)CC2C)c1 (centres undefined)
(42) COc1ccc(/C=N/NC(=O)c2ccn[nH]2)cc1CN1CCOCC1
(43) CCOC(=O)C1C(=O)C(C(C)=O)C(=O)CC1CC(C)SCC (centres undefined)
(44) Cc1nnc(NC(=O)c2ccncc2)s1
(45) CCCCn1c(/C=C/c2ccco2)nc2ccccc21
(46) CN1CCCN(C(=O)c2cc(-c3cccc4ccccc34)nc3ccccc23)CC1
(47) COc1ccccc1OCC(=O)NCC(C)NC(=O)COc1ccccc1OC (centres undefined)
(48) O=C(CSCSCC(=O)Nc1ccc2c(c1)OCO2)Nc1ccc2c(c1)OCO2
(49) O=C(CCCC(=O)N(c1ccc2c(c1)OCCO2)C(C(=O)NC1CCCCC1)c1ccc(Cl)cc1)Nc1ccccn1 (centres undefined)
(50) O=C(CN1CCCC1)Nc1ccc([N+](=O)[O-])cc1
(51) O=c1oc(CCCO)cc2ccc(C#CC3(O)CCCCC3)cc12
assay / compound,41,42,43,44,45,46,47,48,49,50,51
EPAC1 ag,-1%,6%,-2%,0%,-1%,6%,-4%,-1%,0%,-1%,1%
EPAC2 antagonist,-2%,-2%,-3%,4%,13%,-5%,-8%,11%,-1%,-8%,-1%
aSyn yeast inh,5%,0%,6%,-1%,0%,0%,2%,-3%,7%,-11%,4%
PTHR1 ag,u,i,-22%[57.5 µM],i,i,-12%,i,i,i,-5%,-43%[inhibitor]
EPAC2 agonist,-4%,6%,9%,1%,1%,10%,-8%,0%,-14%,1%,4%
EPAC1 antag,-14%,3%,-4%,7%,6%,-4%,9%,13%,-1%,-2%,-7%
FUS suppressor,3%,6%,8%,-10%,x,10%,-15%,11%,15%,28%,2%
TDP-43 yeast inh,-3%,1%,-54%[inhibitor],9%,5%,-11%,-8%,-29%,-5%,-24%[0.397 µM],-3%
